# TEAD-YAP block – TEAD-YAP interaction inhibition. HEK-TIYL cells, TEAD-Gal4/YAP UAS-luciferase luminescence. inhibition, % at 9.12 µM. actives 1.4% (n = 640,000). AID 1259422; in the data active = inhibition above about 32%;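 note: 0% = median of test compound wells and 100% = reference inhibitor wells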
# FBW7 act – activators of human E3 ligase FBW7 | AlphaScreen FBW7–phospho-cyclin E peptide binding, activator screen | actives 0.13% (n = 650,000) | normalized activity (activation), % at 26.1 µM | Q969H0 | AID 1259310; in the data active = normalized activity above about 1.9%;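 note: purified mutant Fbw7 with reduced substrate affinity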
# Target sequence (Q969H0 whole entry, looked up): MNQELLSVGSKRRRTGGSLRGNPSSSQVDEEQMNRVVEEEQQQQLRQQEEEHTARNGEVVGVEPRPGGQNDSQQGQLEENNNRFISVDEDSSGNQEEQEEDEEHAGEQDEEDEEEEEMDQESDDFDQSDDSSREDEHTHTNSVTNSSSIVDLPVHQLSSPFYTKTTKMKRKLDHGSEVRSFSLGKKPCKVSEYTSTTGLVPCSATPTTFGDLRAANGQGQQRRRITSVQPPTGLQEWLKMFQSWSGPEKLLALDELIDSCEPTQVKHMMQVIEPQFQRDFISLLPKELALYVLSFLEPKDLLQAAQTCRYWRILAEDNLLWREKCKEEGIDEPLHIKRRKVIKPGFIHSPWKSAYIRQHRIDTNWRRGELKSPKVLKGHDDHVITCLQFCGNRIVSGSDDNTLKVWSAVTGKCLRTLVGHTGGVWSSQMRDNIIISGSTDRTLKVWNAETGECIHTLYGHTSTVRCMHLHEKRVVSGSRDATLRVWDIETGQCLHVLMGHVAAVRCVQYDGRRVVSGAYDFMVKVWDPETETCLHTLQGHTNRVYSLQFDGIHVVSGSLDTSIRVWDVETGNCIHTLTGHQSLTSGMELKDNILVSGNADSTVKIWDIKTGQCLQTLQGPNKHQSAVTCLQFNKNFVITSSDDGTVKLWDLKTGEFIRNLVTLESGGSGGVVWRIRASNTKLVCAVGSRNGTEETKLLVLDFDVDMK
# MITF inh – human MITF inhibition, primary screen. O75030. AlphaScreen MITF homodimerization, bead proximity signal. inhibition, % at 2.6 µM. actives 0.91% (n = 650,000). AID 1259374; in the data active = inhibition above about 50%;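 note: 0% = vehicle wells with protein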
# GPR151 ag – activators of human GPR151 | actives 1% (n = 650,000) | activation, % at 11.2 µM | Q8TDV0 | PathHunter beta-arrestin GPR151 cells, luminescence; in the data active = activation above about 4.9%;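 note: 0% = median of compound wells and 100% = cells with positive control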
# Target sequence (Q8TDV0 whole entry, looked up): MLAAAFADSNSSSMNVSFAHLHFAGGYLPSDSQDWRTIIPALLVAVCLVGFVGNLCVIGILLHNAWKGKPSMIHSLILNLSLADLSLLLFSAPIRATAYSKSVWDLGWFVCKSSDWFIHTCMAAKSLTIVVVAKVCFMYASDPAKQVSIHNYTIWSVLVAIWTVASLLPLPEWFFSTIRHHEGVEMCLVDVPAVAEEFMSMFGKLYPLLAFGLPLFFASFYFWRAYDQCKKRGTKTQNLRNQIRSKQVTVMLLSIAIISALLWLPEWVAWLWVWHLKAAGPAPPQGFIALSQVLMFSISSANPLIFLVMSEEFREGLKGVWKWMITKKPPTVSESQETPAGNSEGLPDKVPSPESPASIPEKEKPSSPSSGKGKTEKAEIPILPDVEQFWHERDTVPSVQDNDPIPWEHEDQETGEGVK
# An asterisk follows results filed as active.
SMILES,TEAD-YAP block,FBW7 act,MITF inh,GPR151 ag
CCOC(=O)c1nc(-c2ccccc2)oc1N1CCOCC1,-7.3,-0.1,1.3,0.4
O=C(NC(NCC12CC3CC(CC(C3)C1)C2)(C(F)(F)F)C(F)(F)F)c1cccc(Cl)c1,6.0,0.3,9.7,-0.8
COc1ccc(N2C(=O)CC(NNC(=O)c3ccncc3)C2=O)cc1 (configuration not stated),-6.3,-0.1,-1.9,-1.2
Cc1cccc(C)c1-n1c(SCc2ccncc2)nc2c(sc(=S)n2CCc2ccccc2)c1=O,6.3,0.1,18.1,1.9
O=C(NCc1nc2ccccc2[nH]1)c1ccnc(Nc2ccc3ncccc3c2)c1,-16.9,0.0,2.7,0.1
CN(C)C=Nc1ncc2c3ccccc3n(CCN(C)C)c2c1C#N,16.4,0.1,8.4,-1.3
N#C/C(=C\c1ccc(-c2ccccc2Cl)o1)C(=O)NCc1ccco1,5.5,-0.1,-6.9,1.1
Cc1cc(OCC(=O)Nc2ccc(C(=O)OC3CCCCC3)cc2)ccc1Cl,83.8*,0.1,17.8,1.9
O=C1NC(=O)C(Cc2ccccc2F)(C2CCN(Cc3ccc(F)cc3)CC2)N1 (configuration not stated),-8.2,-0.1,-1.2,0.3
O=C(CCCn1c(=S)[nH]c2ccsc2c1=O)NC1CC1,-6.5,-0.1,0.7,0.8
CCOC(=O)c1cccc(NC(=O)c2ccc(OC)c(OC)c2)c1,-49.7,0.1,7.0,-2.4
O=C(COC(=O)c1cc([N+](=O)[O-])ccc1NCCO)Nc1cccc2ccccc12,-6.1,0.0,6.7,0.7
CCc1cc2ccc(OC)cc2nc1SCC(=O)NNC(C)=O,0.7,0.0,1.4,-0.1
Cc1ccc(NC2=CC(c3ccc([N+](=O)[O-])cc3)N(c3ccc(C)cc3)C2=O)cc1 (configuration not stated),4.1,0.1,7.2,-0.1
COc1cccc(CC(C2CCN(C(=O)CC(C)C)CC2)N(C)C(=O)C2CCOCC2)c1 (configuration not stated),-11.2,-0.1,-7.5,-1.9
CC(C)(C)c1ccc(/C=C/C(=O)N2CCC(C(N)=O)CC2)cc1,-12.8,-0.1,65.3*,0.5
CCOC(=O)C1=C(C)NC(=O)NC1c1ccc(OCc2ccc(Cl)cc2Cl)c(OC)c1 (configuration not stated),-8.1,0.6,6.1,0.8
O=C(NCc1nc2ccccc2[nH]1)c1ccc2nc(N3CCN(Cc4ccc5c(c4)OCO5)CC3)sc2c1,-4.8,0.0,-1.3,1.4
CN(C)S(=O)(=O)c1cc([N+](=O)[O-])ccc1N/N=C/c1ccc(Cl)cc1Cl,-7.0,0.0,-8.5,1.0
O=C1OC(c2ccc(Cl)cc2)=N/C1=C\c1ccc(OCc2ccccc2)cc1,-11.1,0.3,8.2,1.4
CC1CCc2c(sc(NC(=O)c3cc4n(n3)C(C(F)(F)F)CC(c3ccc(Cl)cc3)N4)c2C#N)C1 (configuration not stated),-5.2,-0.1,-1.6,-0.1
O=C(Cc1ccccc1)Nc1ccc(Br)cc1C(=O)O,-0.1,0.0,6.8,-0.7
CC(C)c1ccccc1OCCNC(=O)c1cc(-n2cnnc2)ccc1Cl,0.1,-0.1,1.3,1.1
COc1cccc(NC(=O)CNC(=O)Cn2cnc3sc(C)c(C)c3c2=O)c1,-9.8,0.4,-1.6,-0.8
O=[N+]([O-])c1ccc(NCCO)c(NS(=O)(=O)c2ccc3c(c2)OCCO3)c1,1.0,-0.2,-1.6,0.3

# A draw from above in order of SMILES length, ascending:
SMILES,TEAD-YAP block,FBW7 act,MITF inh,GPR151 ag
CCOC(=O)c1nc(-c2ccccc2)oc1N1CCOCC1,-7.3,-0.1,1.3,0.4
COc1cccc(NC(=O)CNC(=O)Cn2cnc3sc(C)c(C)c3c2=O)c1,-9.8,0.4,-1.6,-0.8
O=C(NCc1nc2ccccc2[nH]1)c1ccnc(Nc2ccc3ncccc3c2)c1,-16.9,0.0,2.7,0.1

# Later entries
SMILES,TEAD-YAP block,FBW7 act,MITF inh,GPR151 ag
Cc1ccc(NC(=O)c2ccccc2NC(=O)c2ccccc2)cc1C,0.9,0.1,-1.6,0.6
COc1ccc(Nc2nc(-c3sc(C)nc3C)cs2)cc1,41.6*,0.1,15.3,-0.8
Cc1ccc2c(c1)CC(C(=O)Nc1ccc(-c3cn[nH]c3)cc1)CO2 (configuration not stated),-1.1,-0.2,-6.8,-1.4
COCCn1c(C)cn2c3c(=O)n(Cc4cccc(C)c4)c(=O)n(C)c3nc12,-8.1,-0.1,7.6,1.1
Cc1cc(/C=C(\C#N)C(N)=S)c(C)n1C1CC1,0.5,-0.2,-11.3,0.0
NC(=O)c1ccc(NC(=O)c2ccc(Br)cc2)cc1,-46.0,0.2,-6.0,0.7
CC1(C)Cc2nc3sc4c(=O)n(CC(N)=O)cnc4c3cc2CO1,-1.6,-0.1,6.8,-0.7
COc1cn(CC(=O)Nc2cccc(C)c2)c(CSc2ccccc2)cc1=O,-2.9,0.2,-2.0,0.5
CN(Cc1nc(-c2ccc(C(F)(F)F)cc2)no1)CC(O)c1ccccc1 (configuration not stated),1.4,0.3,7.1,-0.1
CC(C)c1ccc(N2C(=O)NC(=O)/C(=C/c3cnc(N(C)C)nc3)C2=O)cc1,1.6,-0.2,-5.3,1.7
CCOc1ccc(C(=O)Nc2ccc(-c3nc4cc(C(C)C)ccc4o3)cc2)cc1Cl,-5.0,-0.1,-5.1,-1.3
CCCC(=O)Nc1ccccc1NC(=O)C(C)Oc1ccc(OC)cc1 (configuration not stated),-5.1,0.2,3.1,2.4
CCOC(=O)C1=C(C)N=c2s/c(=C/c3cc([N+](=O)[O-])ccc3N3CCN(C)CC3)c(=O)n2C1c1ccc(OC)c(OC)c1 (configuration not stated),2.8,-0.1,-4.5,-0.4
CCOc1cc(C2CC(=O)N3CN(Cc4ccco4)CSC3=C2C#N)ccc1O (configuration not stated),-0.7,-0.3,8.9,-0.6
COc1cc(/C=C2\C(=O)N(c3ccc(C)c(Cl)c3)N=C2C)ccc1O,-6.3,-0.8,4.3,1.0
CCOc1ccc(-n2nnc(C(=O)Nc3cccc(F)c3)c2C)cc1,-1.2,0.1,2.0,-0.8
CC1=C(C(=O)OCCOc2ccccc2)C(c2ccccc2OC(C)C)NC(=O)N1 (configuration not stated),4.8,-0.3,1.3,0.6
CCN(CC)S(=O)(=O)c1cc(C(=O)OCC(=O)NC2CC2)ccc1F,8.4,0.0,-1.5,1.2
Cc1c(C(=O)Nc2c3c(nn2-c2ccc(F)cc2)CSC3)cccc1[N+](=O)[O-],6.6,0.0,0.3,2.4
CCCCCOC(=O)C1=C(C)NC2=C(C(=O)CCC2)C1c1cccc(F)c1 (configuration not stated),-5.5,0.4,6.8,-0.1
O=C(CCNS(=O)(=O)c1ccccc1C(F)(F)F)Nc1ccc(C(F)(F)F)cc1,-0.1,-0.1,-4.1,2.1
CCOC(=O)/C(C#N)=C(/O)c1ccc(N2C(=O)c3ccccc3C2=O)cc1,-0.4,0.1,-9.6,0.7
COc1ccccc1NC(=S)Nc1ccc(N2CCOCC2)cc1,33.4*,-0.1,17.9,-2.2
CCOC(=O)c1[nH]c(C)c(C(=O)Nc2ccc(Br)cc2)c1C,-4.6,0.1,7.5,0.6
Cc1cccc(-n2c(-c3ccco3)nn(CC(=O)N(C(C)C)C(C)C)c2=O)n1,-0.6,0.1,-1.4,-1.0

# Molecules listed so far that have a furan ring, fused or not (three):
SMILES,TEAD-YAP block,FBW7 act,MITF inh,GPR151 ag
N#C/C(=C\c1ccc(-c2ccccc2Cl)o1)C(=O)NCc1ccco1,5.5,-0.1,-6.9,1.1
CCOc1cc(C2CC(=O)N3CN(Cc4ccco4)CSC3=C2C#N)ccc1O (configuration not stated),-0.7,-0.3,8.9,-0.6
Cc1cccc(-n2c(-c3ccco3)nn(CC(=O)N(C(C)C)C(C)C)c2=O)n1,-0.6,0.1,-1.4,-1.0

# (continued)
SMILES,TEAD-YAP block,FBW7 act,MITF inh,GPR151 ag
COc1ccc(OC)c(NC(=O)Nc2ccc(C)cc2)c1,-5.3,0.0,6.4,-1.0
CCN(CC)CCNC(=O)c1cn(-c2ccc(C)c(C)c2)c(=O)c2ccccc12,-2.1,0.1,-3.1,-0.5
O=C1CCCc2nn(-c3ccccc3)c(-c3ccc(F)cc3)c21,2.7,0.1,-8.2,1.0
CCOC(=O)c1nc(Nc2ccc(C(=O)OC(C)C)cc2)c2ccccc2n1,-6.7,0.1,-13.0,-0.6
O=C(c1ccc(S(=O)(=O)N2CCOCC2)cc1)N1CCN(CCN2C(=O)c3cccc4cccc(c34)C2=O)CC1,22.3,0.1,7.0,-0.9
CCSc1nnc2c(n1)OC(c1ccc(OC(C)=O)c(OC)c1)N(C(C)=O)c1ccccc1-2 (configuration not stated),-7.2,0.1,14.7,2.4
Cc1ccc(C2=NN3C(C2)c2ccccc2OC3c2ccc(C(C)C)cc2)cc1 (configuration not stated),-54.7,0.8,5.3,-2.0
Cc1cccc2cc(CN(CCCO)C(=O)Nc3ccc(F)cc3)c(=O)[nH]c12,0.6,0.6,8.0,0.0
CCOC(=O)N1CCN(C(=O)c2ccccc2OC)CC1,2.3,0.2,5.8,-0.1
O=C1c2ccccc2C(=O)N1OCC[n+]1ccccc1,-3.1,0.2,10.0,-1.8
Cn1c(N)c(S(=O)(=O)N2CCN(c3ccccc3F)CC2)c(=O)n(C)c1=O,-4.2,0.2,9.5,-1.0
Brc1c(CSc2nc3ccccc3[nH]2)nc2ncccn12,-44.5,-0.1,-5.5,-0.7
COc1ccccc1CNC(=O)Cn1c(=O)c2ccccc2n(C)c1=O,10.3,0.0,1.1,-0.1
COc1cc(/C=c2\sc3n(c2=O)C(c2c(OC)ccc4ccccc24)C(C(C)=O)=C(C)N=3)c(Br)cc1O (configuration not stated),-0.3,0.2,0.7,-0.2
CSc1nc2ccc(NC(=O)CCNC(C)=O)cc2s1,-15.9,0.0,-1.9,0.2
CCCCOc1ccc(C(=O)Nc2ccc3nc(C)sc3c2Cl)cc1,6.6,-0.1,18.1,-0.4
O=C(NC1CC1)c1cnn(-c2ccccc2)c1-n1cccc1,2.6,-0.1,14.1,1.3
COc1ccc(/C=C2\C=C(c3ccccc3)N(c3ccc(I)cc3)C2=O)cc1,-42.3,1.1,18.1,-1.8
NC(=O)c1ccccc1NC(=O)c1cc2ccccn2n1,15.3,-0.1,-1.8,-7.0
CCOc1ccccc1NC(=O)COc1ccc(C(C)(C)C)cc1,-5.2,0.0,5.5,-1.0
O=C(Cc1ccc(F)cc1)Nc1c2c(nn1-c1cccc(Cl)c1)CSC2,4.0,0.1,2.4,0.3
O=C(NCc1nnc2n1CCN(C(=O)CC1CCCCC1)CC2)C1CCOC1 (configuration not stated),10.4,-0.2,-0.3,1.0
CCOC(=O)c1c(NC(=O)CSc2ccccc2)sc(CC)c1-c1ccccc1,-5.2,0.1,70.1*,1.9
Cc1ccccc1Cn1c(NC(=O)C2CCCCC2)nc2ccccc21,4.6,0.1,-14.5,0.1
CCN(CC)C(=O)Cn1cnc2sc(C(=O)Nc3cc([N+](=O)[O-])ccc3OC)c(C)c2c1=O,4.4,-0.2,13.1,1.7

# The listing continues:
SMILES,TEAD-YAP block,FBW7 act,MITF inh,GPR151 ag
COc1cc(C(C#N)N2CCC(c3ccccc3)=N2)ccc1O (configuration not stated),-28.0,0.0,-4.0,-2.4
O=C(C1CCC(Cn2c(=S)[nH]c3ccccc3c2=O)CC1)N1CCOCC1 (configuration not stated),6.0,-0.3,-4.9,1.3
NC(=O)C1CCN(S(=O)(=O)c2ccc(N3CCOCC3)nc2)CC1,0.1,0.5,7.1,1.8
CC(=O)c1ccc(OCc2nnc(-c3ccccc3)o2)cc1,-12.3,0.0,-4.9,-0.7
Cc1cccn2c(=O)c3cc(C(=O)N(C)Cc4ccccc4)sc3nc12,-5.3,0.2,-6.8,-0.4
O=C(CCN1C(=O)c2ccccc2C1=O)N1CCOCC1,-1.0,-0.1,0.9,0.1
COC(=O)c1c(C)nc2n(CCN3CCCCC3)c3ccccc3n12,15.1,0.2,-1.3,-0.2
Cc1cc(C(=O)N2CCN(C(c3ccccc3)c3ccccc3)CC2)on1,8.1,0.5,12.4,-1.2
Cn1c(N2CCCC(C(=O)NCc3ccc(F)cc3)C2)nc2ccccc21 (configuration not stated),-2.4,-0.2,-8.1,-0.4
CCOc1ccccc1NC(=O)CCN1CCN(c2ccc(F)cc2)CC1,-18.8,-0.1,-2.0,-0.8
CN1C(=O)c2ccc(NC(=O)COc3ccc(C(C)(C)C)cc3)cc2C1=O,11.7,0.1,17.3,-0.6
CC(C)N(Cc1nc(-c2ccccc2)no1)C(=O)COc1ccc(Cl)cc1,-1.3,0.0,-1.9,-0.3
CCOc1ccccc1NC(=O)N1CCN(c2nc(-c3cccc(OC)c3)cs2)CC1,-27.9,-0.1,1.2,-0.3
O=[N+]([O-])c1c(Nc2ccccc2I)ccc2nonc12,-2.4,0.7,26.8,-0.7
Cc1cccnc1C(NC(=O)C1CCN(C(=O)c2cccs2)CC1)c1cccs1 (configuration not stated),5.4,0.0,2.9,-0.3
Cc1ccnn1CCC(=O)N[C@@H](Cn1nnc2ccccc21)C(C)C,6.5,-0.1,14.1,-0.5
Cc1cn2c3c(=O)n(CCC(C)C)c(=O)n(C)c3nc2n1C,-4.8,-0.1,-3.2,0.7
O=C(CSc1nc(-c2ccccc2)cc(=O)[nH]1)N1c2ccccc2CCc2ccccc21,7.1,0.0,-4.9,0.2
CN1CC2([N+](=O)[O-])CC=C(OCCO)C([N+](=O)[O-])(C1)C2 (configuration not stated),-0.7,0.2,2.1,-2.2
CC(C)N(CCNC(=O)Cc1cn(-c2ccc(Nc3ccccc3)nn2)c2ccccc12)C(C)C,-14.9,0.2,4.2,1.2

# Screens (PubChem BioAssay)
